DAX1 inh-1 – DAX1 (NR0B1) inhibitors on StAR promoter, primary screen, cell-based, luminescence, SF-1 (NR5A1), full-length DAX-1. AID 652010, 2013. 1.1% of 370,000 active. HEK293T StAR-luciferase reporter, SF-1/DAX-1 repression relief. inhibition, % at 6.8 µM;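 active means inhibition above the mean over all tested compounds plus 3 SD, cut at about 3.6% in these data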;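 further: 0% = DAX-1 cells with DMSO and 100% = cells lacking DAX-1 with DMSO; higher inhibition means more luminescence from relief of DAX-1 repression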
DAX1 inh-2 – DAX1 (NR0B1) inhibitors, primary screen, cell-based, HEK293, Gal4-DAX1, luciferase luminescence; Nuclear receptor subfamily 0 group B member 1 (Homo sapiens), P51843; HEK293 Gal4-DAX1 luciferase reporter; inhibition, % at 6.75 µM; 0.99% of 340,000 active; AID 504766, 2011;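 active means inhibition above the mean over all tested compounds plus 3 SD, cut at about 4.2% in these data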;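 further: 0% = DAX1-transfected cells with DMSO and 100% = empty-vector control cells with DMSO; inhibition shows as a rise in luminescence from relieved DAX1 repression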
Target sequence (P51843 207-470 limits assumed): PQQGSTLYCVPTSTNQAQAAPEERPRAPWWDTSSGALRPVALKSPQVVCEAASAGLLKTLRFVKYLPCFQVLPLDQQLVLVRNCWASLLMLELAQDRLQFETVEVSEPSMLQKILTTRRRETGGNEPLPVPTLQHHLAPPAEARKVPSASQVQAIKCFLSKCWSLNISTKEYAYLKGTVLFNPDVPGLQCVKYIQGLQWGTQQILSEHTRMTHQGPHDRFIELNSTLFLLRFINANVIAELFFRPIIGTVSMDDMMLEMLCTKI
ADAM10 inh – human ADAM10 inhibitors, primary screen, biochemical, QFRET, HTS; inhibition, % at 7 µM; AID 720582, 2013; 0.62% of 370,000 active; Disintegrin and metalloproteinase domain-containing protein 10 (Homo sapiens), O14672; recombinant ADAM10, EDANS/DABCYL FRET peptide cleavage, 3 h;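 active means inhibition above a per-campaign cutoff equal to the mean of compounds falling between control-based bounds plus 3 SD, cut at about 20% in these data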;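 further: 0% = DMSO wells while the 100% control is not disclosed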
hgDAF12 agonist – H. glycines DAF-12 receptor agonists, primary screen, cell-based, luminescence, HEK293, GAL4 fusion, UAS-luciferase; Nuclear hormone receptor DAF-12 (Heterodera glycines), GAL4 fusion; HEK293 GAL4-hgDAF12 UAS-luciferase reporter, agonist luminescence; normalized to butyrate control; activation, % at 6.8 µM; 1.8% of 370,000 active; AID 687014, 2013;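 active means activation above a cutoff set at the mean of all screened compounds plus 3 SD, cut at about 10% in these data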;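 further: 0% = DMSO wells and 100% = sodium butyrate wells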
NPR1 activator – GC-A stimulated cGMP production enhancers – HEK293 GC-A cells, cGMP TR-FRET, EC30 ANP, primary screen; Atrial natriuretic peptide receptor 1 (Homo sapiens), P16066; 0% at EC30 ANP, 100% saturating ANP; activation, % at 10 µM; 0.14% of 370,000 active; AID 1671463, 2021; in the data active means activation above about 40%
hcDAF12 agonist – H. contortus DAF-12 nuclear receptor activators, primary screen, cell-based, luminescence, HEK293, lit1-tk-luc reporter; activation, % at 6.8 µM; HEK293 hcDAF-12 lit1-tk-luc reporter; 0% DMSO, 100% Δ7-dafachronic acid; 1.4% of 370,000 active;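 active means activation above the mean of all tested compounds plus 3 SD, cut at about 5.5% in these data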;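 further: 100% = response to 3 µM Δ7-dafachronic acid high control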
ssDAF-12 act – S. stercoralis DAF-12 nuclear receptor activators, primary screen, cell-based, luminescence, HEK293, GRIP1 co-expression, lit1-tk-luc. HEK293 ssDAF-12/GRIP1 lit1-tk-luc reporter; % of 3 µM dafachronic acid response. activation, % at 6.8 µM. 1% of 370,000 active. AID 652126, 2013;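 active means activation above the mean over all tested compounds plus 3 SD, cut at about 0.9% in these data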;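 further: 0% = DMSO-only wells and 100% = 3 µM delta7-dafachronic acid wells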
ADAM17 inh – ADAM17 inhibitors, primary screen, biochemical, QFRET. 0.83% of 370,000 active. recombinant ADAM17, EDANS/DABCYL FRET peptide cleavage. inhibition, % at 6.95 µM. Disintegrin and metalloproteinase domain-containing protein 17 (Homo sapiens), P78536;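 active means inhibition above the mean of compounds lying between control limits plus 3 SD, set per campaign, cut at about 8.5% in these data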;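 further: 0% = DMSO-only wells as the low control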
Target sequence (P78536 215-824 limits assumed): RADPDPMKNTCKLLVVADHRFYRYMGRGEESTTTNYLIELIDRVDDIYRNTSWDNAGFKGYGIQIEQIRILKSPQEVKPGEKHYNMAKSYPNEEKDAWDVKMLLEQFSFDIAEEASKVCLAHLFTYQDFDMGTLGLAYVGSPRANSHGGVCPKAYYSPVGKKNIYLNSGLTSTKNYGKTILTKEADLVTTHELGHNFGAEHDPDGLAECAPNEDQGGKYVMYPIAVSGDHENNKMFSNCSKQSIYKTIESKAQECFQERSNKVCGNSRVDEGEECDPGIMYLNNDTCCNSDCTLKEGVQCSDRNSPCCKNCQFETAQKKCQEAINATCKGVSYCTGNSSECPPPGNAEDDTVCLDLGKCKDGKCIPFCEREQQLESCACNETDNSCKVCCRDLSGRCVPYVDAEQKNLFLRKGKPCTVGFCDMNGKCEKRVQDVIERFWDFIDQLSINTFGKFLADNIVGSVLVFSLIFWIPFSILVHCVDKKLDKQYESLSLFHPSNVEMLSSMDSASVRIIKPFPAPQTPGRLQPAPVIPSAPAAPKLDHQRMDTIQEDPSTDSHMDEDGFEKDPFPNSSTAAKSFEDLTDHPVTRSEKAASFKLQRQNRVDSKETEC
GAA850 FXN act – FXN promoter activators, primary screen, cell-based, luciferase luminescence, HEK293 lucGAA850. HEK293 lucGAA850 FXN promoter luciferase reporter, 24 h; percent of 10 µM SAHA response. activation, % at 6 µM. 0.56% of 360,000 active;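 active means activation above the average of all compounds screened plus 3 SD, cutoff fixed separately per campaign, cut at about 7.5% in these data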;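 further: 0% = DMSO wells and 100% = 10 µM SAHA wells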
PG9 Ab binder – binders of HIV-1 gp120 antibody PG9, primary screen, biochemical, TR-FRET. HIV-1 gp120 / PG9 antibody interaction. TR-FRET gp120-PG9 antibody binding. inhibition, % at 6.7 µM. 0.43% of 360,000 active; in the data active means inhibition above about 8.5%
SMARCA2 act – SMARCA2 (BRM) function activators, primary screen, cell-based, luminescence, high throughput; MG213 cells, MMTV-luciferase reporter, dexamethasone, overnight; 1% of 370,000 active; AID 652017, 2013; activation, % at 9.1 µM; in the data active means activation above about 7.8%;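 further: 0% = vehicle wells and 100% = reference activator wells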
Numbers without * were called inactive; i = inactive; . = not tested or not shown.

Each structure is followed by: PG9 Ab binder	NPR1 activator	hgDAF12 agonist	DAX1 inh-2	GAA850 FXN act	ssDAF-12 act	ADAM10 inh	DAX1 inh-1	SMARCA2 act	ADAM17 inh	hcDAF12 agonist
Clc1ccc(-c2nnc(-c3ccc4ccccc4c3)o2)cc1
  0.9	-6	-1.5	-0.9	0.6	-1.3	-1	-0.6	7	-3	-0.7
CC1(C(=O)NS(=O)(=O)C2CC2)CCCN(C(=O)c2cc3ccccc3s2)C1 (stereo not drawn)
  0.6	5	0.5	.	0.9	-1.0	-9	-0.7	0	-8	1.9
C[C@@H]1CN([C@H](C)CO)C(=O)CCCn2cc(nn2)CO[C@H]1CN(C)C(=O)Nc1ccccc1
  -1.1	-1	1.6	2.2	-1.8	-1.0	-15	-0.8	-2	0	0.0
Cc1ccc(S(=O)(=O)N2CCCC(C(=O)NCCc3ccc(S(N)(=O)=O)cc3)C2)cc1 (stereo not drawn)
  -0.7	3	-1.1	-1.4	-0.7	-0.5	12	0.3	-3	6	0.0
CC1Cc2ccccc2N1C(=O)c1cc2cccnc2n(C)c1=O (stereo not drawn)
  -3.4	-4	3.0	-0.5	1.2	-0.1	2	1.3	2	1	5.6*
CC1(C)Cc2c(c(N3CCOCC3)nc3sc4c(NCc5ccccc5)nnnc4c23)CS1
  -1.4	47*	-4.3	-0.1	0.3	-1.1	-8	-0.6	1	-4	-1.8
COC(=O)CSc1ncnc2c1cnn2-c1ccc(C)cc1C
  -0.3	1	4.7	0.0	3.5	-1.5	6	0.5	-6	1	-1.2
CC1CCCC(C)N1C(=O)COC(=O)c1cncc(Br)c1 (stereo not drawn)
  2.8	-2	0.9	0.4	1.0	-0.2	-1	1.2	-6	-5	0.3
Cc1cc(C)cc(NC(=O)NCC2CCN(Cc3cc(C)ccc3C)CC2)c1
  -0.3	-4	1.3	-0.6	0.8	-1.3	8	0.0	-1	0	-2.8
COCCn1c(SCC(=O)N2CCCc3ccccc32)nc2ccccc2c1=O
  0.1	-4	-2.5	-1.7	-2.0	-1.9	8	-0.1	3	3	-0.2
Cc1cc(Br)cn2c(Cc3cccc(F)c3)c(-c3ccccc3)nc12
  3.8	2	-0.3	.	.	-1.6	-11	-1.2	-2	0	-1.8
COCC(COS(N)(=O)=O)C(C)C (stereo not drawn)
  -0.8	1	0.2	1.4	2.4	-1.1	-3	-0.1	1	0	0.2
CCOC(=O)c1cc2c(=O)[nH]c(C(Cl)(Cl)Cl)nc2o1
  1.6	-1	2.8	2.5	1.3	-2.0	-27	-0.8	-4	-8	-0.2
COc1ccc([N+](=O)[O-])cc1CSc1ccccn1
  -1.0	-3	-0.9	0.9	2.1	-0.9	-1	0.3	0	-1	1.2
COc1ccc(C(=O)Nc2nc3cc4c(cc3s2)OCCO4)c(OC)c1
  -0.1	-3	-1.6	-0.7	0.4	-1.3	-45	1.0	0	-13	-2.2
CC1(C(=O)OCC(=O)NCCNC(=O)COC(=O)C2(C)CC2(Cl)Cl)CC1(Cl)Cl (stereo not drawn)
  -2.1	0	-0.6	0.8	-0.1	-0.9	-5	-1.3	-1	-7	-1.4
CCOC(=O)c1nc(N)sc1C(=O)OCC
  -0.1	2	-0.1	0.0	2.0	-0.2	-5	-1.0	1	-3	-0.8
S=C(c1nc2ccccc2[nH]1)N1CCOCC1
  -1.3	3	0.1	-0.9	0.0	-0.9	6	0.1	1	-4	2.7
C=CCN1CC2CC3(COc4cc(C)cc(C)c4)C=CC2(O3)C1=O (stereo not drawn)
  -1.1	4	-2.2	-1.1	1.5	-1.5	-10	-0.1	-5	-4	-2.6
CC(/C=C/c1ccc2c(c1)OCO2)=N\NC(=O)C(O)c1ccccc1 (stereo not drawn)
  1.0	-13	1.9	3.2	-0.6	-1.4	-14	-0.2	0	-8	-1.1
O=C(O)C1CCC(C(=O)O)SS1 (stereo not drawn)
  1.3	2	0.0	-0.9	-1.4	0.1	-16	1.1	2	-1	-0.7
COc1cc(Cl)cc(/C=C/c2ccc3ccccc3n2)c1OC(C)=O
  -2.5	4	21*	0.4	5.9	-0.3	-9	5.1*	3	-2	3.9
Cc1cc(C)c2c(CC(=O)NCCc3ccccc3)coc2c1
  -0.6	-5	-2.9	0.5	1.9	-1.4	-4	-1.5	-2	-5	-1.2
CS(=O)(=O)N1CCc2cc(-c3csc(NC(=O)Cc4ccccc4)n3)ccc21
  -1.0	4	-7.5	-2.8	-2.8	-2.4	10	-2.5	-5	8	-3.5
CCc1c(N)nc(N)nc1Nc1ccc(C)c(C)c1
  0.7	-9	-2.1	-1.1	0.3	-1.4	-5	-2.3	-4	-1	-0.3
CCSc1nnc(NC(=O)c2ccco2)s1
  -4.1	-2	4.5	-0.1	1.9	-0.9	7	1.2	6	0	-0.2
Cc1nnsc1Sc1ccccn1
  -1.6	1	0.7	3.0	2.1	-0.9	2	0.3	-2	0	0.0
COC(=O)c1nn(C)c(=O)[nH]c1=O
  2.3	4	-0.4	1.6	2.1	-0.6	-7	-0.4	-2	-2	1.9
CSc1nc(O)cc(=O)n1-c1ccc(F)cc1
  -0.2	4	-1.2	-0.1	-0.3	-1.6	5	-0.1	-3	2	-0.5
CC(=O)Nc1cccc(NC(=O)CSc2ncc(C(=O)Nc3ccc(F)cc3)c(=O)n2C)c1
  -1.0	26	-1.6	0.1	4.9	-0.5	-9	-1.1	-1	0	0.6
O=C(Nc1cccc(C(F)(F)F)c1)N(Cc1ccc(Cl)cc1)CC(O)C(F)(F)F (stereo not drawn)
  -3.3	0	-0.9	-1.1	-1.6	-1.5	14	-0.2	1	5	-0.3
CCNc1ncnc2c1cnn2C1CCCO1 (stereo not drawn)
  -2.1	1	-2.3	1.3	0.7	-0.9	5	0.8	-3	6	-0.4
COc1ccccc1N1CCN(Cc2cc(OC)c3c(c2)OCO3)CC1
  -3.2	-2	0.4	-2.6	-0.5	-2.1	-1	-0.1	-3	2	-1.2
Nc1ccc(-c2nc3ccc(N)cc3[nH]2)cc1
  -15	-17	-2.0	-0.7	-1.7	-2.0	i	0.5	-2	i	-0.9
Cc1cc(C(=O)N/N=C/C=C/c2ccccc2[N+](=O)[O-])c(C)o1
  -1.1	2	0.9	0.2	2.4	-2.1	4	1.2	-2	0	0.0
CN1CCN(C(=O)c2cccc(COc3cc(Cl)ccc3Cl)c2)CC1
  -1.2	1	5.3	-0.4	4.9	-1.1	6	1.0	4	6	1.7
CCOc1ccc(NC(=O)NNC(=O)C(C)Oc2ccccc2OC)cc1 (stereo not drawn)
  -2.8	-1	1.1	-0.1	1.2	-0.9	5	-0.1	4	0	-0.2
COC(=O)c1cccc(NC(=O)CSc2nnnn2C)c1
  -0.2	-1	1.2	0.1	1.9	-1.3	5	-0.5	0	-3	-0.2
Cc1cc(Cl)ccc1OCC(=O)Nc1cccc(S(=O)(=O)N2CCCC2)c1
  0.6	6	-1.9	-0.5	0.6	-1.8	8	-0.3	-2	2	-0.2
C/C(=N\NC(=O)c1csc(C)c1C)c1ccc(C)s1
  -0.3	3	13*	2.7	5.7	-0.6	-7	2.0	5	-1	0.7
O=C(CCl)Nc1ccc(Oc2cnc3ccccc3n2)cc1
  -1.8	-5	-1.0	0.0	-11	-1.7	-1	-3.1	6	0	-1.7
CCOc1ccc(S(=O)(=O)N2CCCC(C(=O)NCc3cccnc3)C2)cc1 (stereo not drawn)
  0.5	1	-2.1	-0.1	0.2	-1.5	4	-2.9	-6	2	-0.1
COc1ccc2ccccc2c1C=NNC(=O)c1cc(-c2ccc(C)cc2)n[nH]1
  .	0	7.5	.	.	-0.6	-40	-2.6	-4	-20	-2.5
COC(=O)CC1CCc2cc(C)cc(C(=O)CC(C)C)c2O1 (stereo not drawn)
  .	-7	2.4	.	.	-0.9	-142	.	.	-42	-0.9
CN(Cc1cccs1)C(=O)COc1cccc(-n2cnnn2)c1
  -0.9	6	-1.4	1.2	1.1	-0.6	-8	-0.6	-2	-2	-0.9
CC(=O)Nc1sc(C)c(C)c1C(=O)OCC(=O)Nc1cccc(C)c1
  0.1	2	-3.0	-0.2	0.0	-0.9	-17	-1.2	-2	-3	0.6
Fc1ccc(-c2nnc(NC3=NCCCCC3)o2)cc1
  -0.7	6	-3.5	-3.7	-6.0	-1.7	1	-0.5	-2	-2	1.9
CC1(C)OC(=O)C(=NNc2ccc(C(=O)O)cc2)C(=O)O1
  0.5	-1	-2.3	-0.4	-0.3	-1.2	-5	0.2	-4	4	-1.5
CN(Cc1nc2ccccc2c(=O)[nH]1)C(=O)c1ccccc1OCc1ccc(Cl)cc1
  -1.1	-14	0.7	0.6	0.3	-1.1	-7	0.9	1	0	0.0
O=C(c1cc2ccccc2oc1=O)N1CCCCCCC1
  1.1	6	-1.3	-0.8	-0.3	-0.9	0	0.5	2	3	-1.9
CC(C)OCCCNC(=O)COc1ccc2oc3c(c2c1)CCCC3
  -2.4	-2	-0.5	-0.1	0.1	-0.4	-6	-0.1	-2	-4	-1.4
Cc1ccc(NCC(=O)Nc2cccc(S(=O)(=O)N(C)C)c2)c(Cl)c1
  -1.5	2	-0.2	-1.3	-0.1	-1.4	17	0.1	-1	3	-1.2
O=c1ccc(S(=O)(=O)N2CCC(Cc3ccccc3)CC2)c[nH]1
  0.8	-1	-0.9	-1.4	-0.4	-1.3	5	0.0	-8	0	-0.2
CCOc1cccc(Cc2c[nH]c(=O)[nH]c2=O)c1
  0.0	4	-2.8	1.1	-0.3	-0.9	-6	0.1	-3	-4	-1.0

Copied from the results shown, two compounds:
Each structure is followed by: PG9 Ab binder	NPR1 activator	hgDAF12 agonist	DAX1 inh-2	GAA850 FXN act	ssDAF-12 act	ADAM10 inh	DAX1 inh-1	SMARCA2 act	ADAM17 inh	hcDAF12 agonist
Cc1ccc(NCC(=O)Nc2cccc(S(=O)(=O)N(C)C)c2)c(Cl)c1
  -1.5	2	-0.2	-1.3	-0.1	-1.4	17	0.1	-1	3	-1.2
O=c1ccc(S(=O)(=O)N2CCC(Cc3ccccc3)CC2)c[nH]1
  0.8	-1	-0.9	-1.4	-0.4	-1.3	5	0.0	-8	0	-0.2

From PubChem BioAssay

Hits appear at their usual frequency. Share with any hit: about 6.8%.
